ADAM10 inh: inhibits human ADAM10; 370,000 compounds, 0.62% hits; inhibition, % at 7 µM; recombinant ADAM10, EDANS/DABCYL FRET peptide cleavage, 3 h; O14672;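 active = inhibition above a per-campaign cutoff equal to the mean of compounds falling between control-based bounds plus 3 SD, cut at about 20% in these data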;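 also: 0% = DMSO wells while the 100% control is not disclosed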
DAX1 inh-1: blocks DAX1 repression of SF-1 activated StAR promoter. 370,000 compounds, 1.1% hits. inhibition, % at 6.8 µM. HEK293T StAR-luciferase reporter, SF-1/DAX-1 repression relief. AID 652010;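 active = inhibition above the mean over all tested compounds plus 3 SD, cut at about 3.6% in these data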;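 also: 0% = DAX-1 cells with DMSO and 100% = cells lacking DAX-1 with DMSO; higher inhibition means more luminescence from relief of DAX-1 repression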
ssDAF-12 act: activates DAF-12 receptor from parasite S. stercoralis | HEK293 ssDAF-12/GRIP1 lit1-tk-luc reporter, luminescence; % of 3 µM dafachronic acid response | activation, % at 6.8 µM | 370,000 compounds, 1% hits | AID 652126;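 active = activation above the mean over all tested compounds plus 3 SD, cut at about 0.9% in these data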;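 also: 0% = DMSO-only wells and 100% = 3 µM delta7-dafachronic acid wells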
hgDAF-12 ag: agonists of H. glycines DAF-12 nuclear receptor | 370,000 compounds, 1.8% hits | HEK293 GAL4-hgDAF12 UAS-luciferase reporter, agonist luminescence; normalized to butyrate control | AID 687014 | activation, % at 6.8 µM;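 active = activation above a cutoff set at the mean of all screened compounds plus 3 SD, cut at about 10% in these data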;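 also: 0% = DMSO wells and 100% = sodium butyrate wells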
NPR1 activator: GC-A (human) enzyme activation. P16066. HEK293 GC-A cells, cGMP TR-FRET, EC30 ANP; 0% at EC30 ANP, 100% saturating ANP. activation, % at 10 µM. 370,000 compounds, 0.14% hits. AID 1671463; in the data active = activation above about 40%
HGIII-sPLA2 inh: Inhibits HGIII-sPLA2 liposome hydrolysis, primary screen | AID 743126 | QFRET BODIPY PC-A2 liposome hydrolysis, fluorescence | 370,000 compounds, 0.56% hits | inhibition, % at 12.2 µM;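 active = inhibition above mean plus 3 SD of compounds lying within the high and low control bounds, cut at about 19% in these data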;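 also: 0% = median of test compound wells and 100% = no enzyme DMSO wells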
Target sequence (Q9NZ20 whole entry, looked up): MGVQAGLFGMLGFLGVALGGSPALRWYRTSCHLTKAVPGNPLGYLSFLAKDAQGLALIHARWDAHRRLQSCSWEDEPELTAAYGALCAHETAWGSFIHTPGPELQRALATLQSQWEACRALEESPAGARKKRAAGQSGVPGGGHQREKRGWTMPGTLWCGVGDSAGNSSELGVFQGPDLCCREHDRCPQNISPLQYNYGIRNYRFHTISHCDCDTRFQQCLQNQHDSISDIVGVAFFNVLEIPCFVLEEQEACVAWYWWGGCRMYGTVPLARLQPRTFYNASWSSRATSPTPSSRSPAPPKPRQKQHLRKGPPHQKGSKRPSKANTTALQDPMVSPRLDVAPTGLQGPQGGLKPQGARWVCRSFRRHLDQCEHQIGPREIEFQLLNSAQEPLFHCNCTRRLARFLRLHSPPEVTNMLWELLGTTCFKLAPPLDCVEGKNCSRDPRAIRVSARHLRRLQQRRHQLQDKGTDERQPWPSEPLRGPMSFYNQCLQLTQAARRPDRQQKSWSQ
DAX1 inh-2: inhibitors of human orphan nuclear receptor DAX1 (NR0B1). 340,000 compounds, 0.99% hits. HEK293 Gal4-DAX1 luciferase reporter, luminescence. inhibition, % at 6.75 µM. AID 504766;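 active = inhibition above the mean over all tested compounds plus 3 SD, cut at about 4.2% in these data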;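 also: 0% = DAX1-transfected cells with DMSO and 100% = empty-vector control cells with DMSO; inhibition shows as a rise in luminescence from relieved DAX1 repression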
Target sequence (P51843 207-470 limits assumed): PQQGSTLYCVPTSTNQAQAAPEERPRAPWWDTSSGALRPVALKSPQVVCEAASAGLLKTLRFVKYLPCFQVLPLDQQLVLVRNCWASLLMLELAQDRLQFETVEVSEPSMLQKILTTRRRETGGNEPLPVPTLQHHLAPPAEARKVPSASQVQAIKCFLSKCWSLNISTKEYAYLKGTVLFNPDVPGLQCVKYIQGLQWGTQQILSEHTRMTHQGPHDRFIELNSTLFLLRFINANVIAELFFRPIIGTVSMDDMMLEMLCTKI
SMARCA2 act: increases SMARCA2 function in MMTV reporter cells | MG213 cells, MMTV-luciferase reporter, dexamethasone, overnight | activation, % at 9.1 µM | 370,000 compounds, 1% hits; in the data active = activation above about 7.8%;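 also: 0% = vehicle wells and 100% = reference activator wells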
GAA850 FXN act: increases GAA850 frataxin promoter reporter activity. HEK293 lucGAA850 FXN promoter luciferase reporter, 24 h; percent of 10 µM SAHA response. activation, % at 6 µM. 360,000 compounds, 0.56% hits;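 active = activation above the average of all compounds screened plus 3 SD, cutoff fixed separately per campaign, cut at about 7.5% in these data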;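 also: 0% = DMSO wells and 100% = 10 µM SAHA wells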
hcDAF-12 act: activates DAF-12 receptor from parasite H. contortus | HEK293 hcDAF-12 lit1-tk-luc reporter, luminescence; 0% DMSO, 100% Δ7-dafachronic acid | activation, % at 6.8 µM | 370,000 compounds, 1.4% hits | AID 652067;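 active = activation above the mean of all tested compounds plus 3 SD, cut at about 5.5% in these data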;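 also: 100% = response to 3 µM Δ7-dafachronic acid high control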
NPR2 activator: GC-B (human) receptor activation. HEK293-GC-B cells, CNP EC30, cGMP TR-FRET; 0% at EC30 CNP, 100% saturating CNP. 370,000 compounds, 0.11% hits. activation, % at 10 µM;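 active = activation at 10 µM reaching about 35% in either raw or pattern-adjusted values, limit read from the data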
* = called active by the depositor; . = not tested or not shown. Not a hit list; 6.6% or so of the library scored in one or more.

Values run as follows: ADAM10 inh	DAX1 inh-1	ssDAF-12 act	hgDAF-12 ag	NPR1 activator	HGIII-sPLA2 inh	DAX1 inh-2	SMARCA2 act	GAA850 FXN act	hcDAF-12 act	NPR2 activator
CNC(=S)Nc1cccc(C(=O)OC)c1
    1	0.9	-0.6	5.2	0	1	.	4	0.2	-0.9	-3
COc1ccc(CNC(=O)CCn2cccc2)cc1
    1	0.5	-0.6	-1.7	6	-4	1.1	-1	-1.4	0.0	5
COc1ccc(C(=O)N2CCCCC2c2cc(C(=O)Nc3ccc(OC)cc3C)no2)cc1 (centres undefined)
    -6	-0.7	-1.9	0.0	-1	-14	.	0	-0.7	-1.4	0
CC1=C(C(=O)N(C)C)CC(CC(=O)NCc2cccs2)C(=O)N1Cc1ccccc1 (centres undefined)
    -15	1.1	-1.1	-1.8	-3	15	-0.8	-1	-1.5	-0.9	2
CS(=O)(=O)Nc1ccccc1-c1ccc2nccn2c1
    -36	-0.2	-1.3	-1.4	1	-1	.	-5	2.2	0.9	-2
Cc1ccc(S(=O)(=O)N(Cc2cc3cccc(C)c3[nH]c2=O)c2ccccc2)cc1
    -12	-0.1	-0.8	3.1	-4	-2	-0.6	-3	2.2	1.4	2
N#CC(=C(O)COC(=O)c1ccc2c(c1)OCCO2)c1nc2ccccc2[nH]1
    -8	-0.3	-0.2	-1.8	-3	-14	2.1	0	0.9	-0.1	-2
COc1ccc(CCNC(=O)CCNC(=O)c2ccc(Br)cc2)cc1OC
    4	-0.2	-0.1	-0.6	-5	4	-0.4	-1	3.6	-2.9	-2
COc1ccc(NC(=S)N/N=C/c2cccn2Cc2ccccc2F)cc1
    5	1.1	-1.1	-1.9	-7	2	-0.4	-1	0.4	-0.3	-3
Cc1ccc(OCc2ccc(C(=O)NCC3CCCO3)cc2)cc1C (centres undefined)
    2	0.1	-1.6	3.2	7	0	-0.8	-2	-0.5	-2.4	4
NC12CC3CC(C1)CC(O)(C3)C2
    3	0.0	-1.0	0.4	2	4	1.6	-2	-0.1	-0.8	1
CCn1cc(C(=O)NCC(OC)OC)c(=O)c2cc(S(=O)(=O)N3CCCC3)ccc21
    -5	-0.2	-0.8	0.6	3	-1	0.2	-3	0.4	-1.8	-7
CC(=O)Nc1ccccc1NC(=O)C(F)(F)F
    3	0.1	-1.4	-1.6	1	2	0.7	-2	-0.7	0.6	2
CCn1cc(C(=O)O)c(=O)c2cc(F)c(N3CCN(C(=S)NC(=O)c4ccccc4C)CC3)cc21
    -59	0.8	-1.3	-1.5	-4	7	0.8	-4	1.4	-2.5	-1
Cc1csc(NC(=O)c2cc3c(s2)CCCC3)n1
    9	1.8	0.2	12*	0	2	-2.2	3	-1.1	11*	-6
CCSc1nc2c(c(=O)[nH]1)C(C(C)C)C(C#N)=C(N)O2 (centres undefined)
    -14	0.1	-0.1	-1.8	1	4	1.4	0	1.5	-1.8	-4
Cc1cccc(NC(=S)N2CCN(S(=O)(=O)c3cccc(F)c3)CC2)c1
    -4	0.3	-1.8	-3.1	1	1	0.1	-2	-1.2	-1.5	-1
CC1(C)CC(=O)C=C(c2ccc(COC(=O)c3ccc(Br)cc3)cc2)C1=O
    -10	0.1	-1.0	2.5	1	7	.	-2	.	-1.6	-3
O=C(CSc1nnc(-c2cccnc2)n1Cc1ccco1)c1ccc(Cl)c(Cl)c1
    1	0.1	-1.6	-1.2	-7	-43	-1.3	-1	1.2	0.5	-5
COc1ccc(-c2ccc(SCC(=O)c3cccs3)nn2)cc1
    2	2.0	-1.2	6.2	0	-45	1.5	2	3.0	0.0	0
CC(NC(=O)C1CCN(C(=O)[C@@H]2Cc3ccccc3CN2C(=O)OC(C)(C)C)CC1)c1ccccc1 (some centres undefined)
    4	0.9	-0.8	2.8	0	-4	0.6	-1	-2.1	-1.4	3
COc1ccc(/C=N/N(CCC(=O)NC(C)(C)C)C2=NS(=O)(=O)c3ccccc32)cc1
    6	0.3	-1.3	-1.1	-7	-2	1.6	2	-2.0	-1.4	-11
CC(C(=O)O)N(c1ccccc1Cl)S(C)(=O)=O (centres undefined)
    -18	0.1	-1.4	1.0	0	17	1.5	-1	-1.3	-0.7	8
O=C(COc1coc(CN2CCc3ccccc32)cc1=O)N1CCCCC1
    2	-0.6	-0.3	1.3	1	0	2.4	4	2.4	0.1	-1
Cn1cc(C(=O)N/N=C/C2=C(N3CCOCC3)C(=C/c3ccc([N+](=O)[O-])cc3)/CC2)ccc1=O
    -7	0.4	-1.0	12*	-4	13	-1.3	-2	3.5	0.2	-3
COCCNC(=O)c1ccc2c3n(nc2c1)-c1ccccc1CO3
    -228	2.2	0.1	12*	-2	3	1.6	7	5.0	6.4*	-6
S=c1[nH]nc(-c2ccc(Br)cc2)n1Cc1ccccc1
    4	-0.3	-0.5	0.8	-3	3	-1.2	1	0.2	2.8	-3
CN(C)/N=C/c1cn(-c2ccccc2)nc1-c1cccnc1
    2	-0.1	-1.7	-0.6	-3	-2	-2.1	0	1.3	-1.6	0
CCOc1ccc(CCNC(=O)C(CC)n2nc(C)n3c(cc4sccc43)c2=O)cc1OCC (centres undefined)
    2	-0.5	-2.0	-2.9	-4	1	-0.6	-1	2.2	-2.3	0
COc1cc(CNC(=O)c2ccccc2NC(=O)C2=C(C)OCCS2)cc(OC)c1OC
    -5	2.7	-1.5	-0.9	-1	1	0.2	-2	-2.1	0.2	1
OC(c1ccc(F)c(F)c1)c1ncc(-c2cccc(F)c2)[nH]1 (centres undefined)
    5	-0.5	-1.4	-0.8	1	1	.	1	0.5	0.0	1
Cc1ccc(NS(=O)(=O)c2ccc(C(=O)N3CCN(S(=O)(=O)c4ccccc4)CC3)cc2)cc1
    14	-3.4	-1.4	-3.2	0	-34	-1.5	-3	0.8	-2.8	0
C[C@H](c1ccccc1)N1C[C@H](COCc2ccccc2)Oc2cc(N3CCC[C@H]3C(N)=O)ccc2S1(=O)=O
    5	-0.8	-1.1	-0.7	-3	3	.	-3	.	-1.1	8
O=C(NNC(=O)c1cccc(Br)c1)C(=O)N1CCCCC1
    0	0.1	-1.6	-0.9	0	10	1.5	-2	1.4	-0.5	0
C[C@@H]1CN([C@@H](C)CO)C(=O)c2cc(Br)cnc2O[C@H]1CN(C)C(=O)NC1CCCC1
    -9	-0.1	-1.1	0.0	-2	13	0.1	2	-1.8	-2.4	-7
CC(C)(C)c1ccc(-c2noc(-c3ccc4c(c3)CCO4)n2)cc1
    -1	-0.4	-1.7	2.6	3	-4	-0.8	-2	1.6	-2.6	-3
COc1ccc(-n2c3c(cc(C(=O)NNc4ccccc4C)c2=O)C(=O)CC(C)(C)C3)cc1
    -1	0.0	-0.8	2.1	0	-3	1.2	0	0.0	0.2	6
O=C(Cc1ccc(F)cc1)N1CCC(CC2CC(c3cccc(Br)c3)=NO2)(C(=O)NCC2CCCCC2)CC1 (centres undefined)
    18	0.6	-0.9	-3.0	-2	-27	-1.2	2	2.0	-2.5	-4
C=CCn1c(N)cc(=O)nc1SCC(=O)Nc1ccc(C(=O)OC)cc1
    -19	0.4	-1.2	2.7	-3	0	0.4	1	0.2	0.3	2
NS(=O)(=O)c1cccc(NC(=O)CSc2nnc(C3CC3)n2C2CC2)c1
    -14	-0.3	-1.2	0.4	0	3	-0.4	-3	-0.3	0.6	2
COc1ccc(C(=O)/C(C#N)=N/Nc2cccc([N+](=O)[O-])c2)cc1
    1	-0.9	-0.7	-0.5	5	-9	1.3	-2	-3.3	-1.5	-2
COc1ccc(-c2cc(C(F)F)n3ncc(C(=O)Nc4cccc(S(=O)(=O)N5CCOCC5)c4)c3n2)cc1
    -4	0.0	-1.4	-1.3	-1	1	-0.3	-2	2.9	1.1	2
CCC(C)n1c(SCC(=O)/C(C#N)=C(\C)N)nc2ccccc2c1=O (centres undefined)
    3	-0.8	-1.8	-1.6	2	5	-2.2	-1	1.1	-2.3	9
COc1ccccc1CN1CC(C(=O)N2CCOCC2)CCC1=O (centres undefined)
    4	0.2	-0.8	-0.2	0	2	0.2	1	-1.6	1.2	-2
C=CCN1C(=O)C2(OCCCO2)c2cccc(Cl)c21
    -3	0.4	-1.1	-1.4	0	-4	0.4	0	1.1	-2.4	3
CCC(=O)N1CCN(c2nc(CC)nc3sc4c(c23)CCCC4)CC1
    1	-0.9	-0.8	-2.6	-11	-2	-2.4	-2	2.3	-1.4	-3
O=C(NCCc1ccccc1)C1CCCN1S(=O)(=O)c1ccc(F)cc1 (centres undefined)
    2	0.2	-1.2	1.8	3	3	-1.4	-3	-3.4	-0.3	-2
COC(=O)/C(=C\c1ccc(O)cc1)c1nc2ccccc2[nH]1
    -368	-0.4	-0.7	6.5	-4	-5	3.3	3	1.9	0.0	1
CCNC(=O)N1CCC(n2nccc2NC(=O)CCOc2ccccc2)CC1
    -5	-0.7	-0.9	1.2	0	-1	0.1	0	1.4	0.9	6
Cc1ccc(Cc2c(-c3ccc(Br)cc3)nc3ccc(Br)cn23)cc1
    -15	-2.5	0.2	17*	31	-14	2.9	0	-0.9	1.9	29

Bioassay records: PubChem BioAssay, several laboratories
